Growth percent in the NCI-60 one-dose screen (48 h, 10 µM unless noted): 100 = growth as untreated, 0 = no growth, -100 = all killed.
HL-60(TB) – HL-60(TB) leukemia cells; actives 9% (n = 78,000); AID 1794776; active = growth percent below 10
An asterisk follows results filed as active; & = joins results of further samples; [ ] = remark or other dose.

The first 7 compounds as a preview:
SMILES	HL-60(TB)
C/C(=N/NC(N)=S)c1sc(Nc2ccc(Cl)cc2)nc1C	81.8
COc1ccc(C(=O)NNc2nccc(Nc3ccc(S(=O)(=O)Nc4ccncc4)cc3)n2)cc1	80.9
COc1cc(CCC(C)=O)ccc1OC(=O)c1c(-c2c(F)cccc2Cl)noc1C	91.7
CS(=O)(=O)c1ccc(C(=O)N/N=C/c2ccc3c(c2)OCO3)cc1	57.0
O=C(O)COC(=S)SCC(=O)O	106.8
NCc1ccccc1	98.7
O=S1(=O)CCN(Cc2cccnc2)CC1	119.7

Main list, repeating the preview:
SMILES	HL-60(TB)
C/C(=N/NC(N)=S)c1sc(Nc2ccc(Cl)cc2)nc1C	81.8
COc1ccc(C(=O)NNc2nccc(Nc3ccc(S(=O)(=O)Nc4ccncc4)cc3)n2)cc1	80.9
COc1cc(CCC(C)=O)ccc1OC(=O)c1c(-c2c(F)cccc2Cl)noc1C	91.7
CS(=O)(=O)c1ccc(C(=O)N/N=C/c2ccc3c(c2)OCO3)cc1	57.0
O=C(O)COC(=S)SCC(=O)O	106.8
NCc1ccccc1	98.7
O=S1(=O)CCN(Cc2cccnc2)CC1	119.7
COC(=O)c1cc(OC)nc(SC)n1	75.8
C=CCSc1nc2cc3c(C)c(CC)c(=O)oc3c(C)c2o1	89.5
CCOc1ccc(C(=O)OCCNCC(C)C)cc1N	98.4
COc1ccc(-c2cc(-c3cc(OC)c(OC)c(OC)c3)c(C#N)c(=O)n2CCCCC(=O)O)cc1	102.7
CN(C)c1ccc(/C=N/N=C(N)N)cc1	59.2
CCOc1ccc(S(=O)(=O)c2ccc(C)cc2)c2c1no[n+]2[O-]	85.7
N#Cc1c(-c2ccccc2)nc2c(c(-c3ccc(Cl)cc3)nn2-c2ccccc2)c1-c1ccc([N+](=O)[O-])cc1	103.2
Cc1ccc(NC(=O)NNC(=O)c2ccc(NC(=O)c3ccccn3)cc2)cc1	99.9
Cn1c(=O)c2nc(CCC(=O)Nc3ccccc3)c(=O)[nH]c2n(C)c1=O	99.9
CCC(C)(C)[C@H](NC(=O)[C@H]1CCCCN1C)C(=O)N(C)[C@H](C[C@@H](OC(C)=O)c1nc(C(=O)N[C@@H](Cc2ccccc2)C[C@H](C)C(=O)O)cs1)C(C)C	-8.7*
CS(=O)(=O)c1nc(NCCCNc2ccnc3cc(Cl)ccc23)cc(-c2ccccc2)n1	106.1
O=C(CC(CC(=O)c1ccccc1)c1ccccn1)c1ccccc1	103.6
CC1(O)C(c2ccccc2)=C(c2ccccc2)c2ccccc21 (stereo not drawn)	59.0
O=C1CSC(c2ccc(O)cc2)N1c1nnc(Cn2cnnc2)o1 (stereo not drawn)	59.1
O=C1c2ccccc2C(=O)N1Cc1cccc([N+](=O)[O-])c1	108.7
CCCCCCCCCOC(=O)CCCCC(=O)OCCCCCCCCC	99.5
Cc1cc(N)nc(C)n1	79.5
Fc1ccc(-c2nnc(N3CCOCC3)c3ccccc23)cc1	264.0

(continued)
SMILES	HL-60(TB)
CNC(=O)n1c(N)nc(-c2ccccc2)c1-c1ccccc1	103.2
O=C1Nc2ccccc2/C1=C\c1nc(-c2ccccc2)n2ccccc12	85.6
CCOC(=O)c1cc2c(n1Cc1ccccc1)-c1[nH]c(=O)c(S(=O)(=O)c3ccccc3)cc1CCC2	87.6
CC[C@@]12C=CCN3CC[C@]4(c5cc(NC(=O)COc6cc(OCC(=O)Nc7cc8c(cc7OC)N(C)[C@H]7[C@@](O)(C(=O)OC)[C@H](OC(C)=O)[C@]9(CC)C=CCN%10CC[C@]87[C@@H]%109)cc7oc(-c8ccccc8)cc(=O)c67)c(OC)cc5N(C)[C@@H]4[C@](O)(C(=O)OC)[C@H]1OC(C)=O)[C@H]32	88.2
CC(=O)O[C@H](C)[C@@H]1O[C@@H]2CC(=O)O[C@@H]2[C@H]1O	85.6
O=c1[nH]cccc1N=Nc1ccc(S(=O)(=O)NC2NCCS2)cc1 (stereo not drawn)	108.0
Cc1ccc(S(=O)(=O)/C(=C\c2ccc(Cl)cc2)C(=O)c2ccccc2)cc1	97.1
CCN(CC)CCNc1ncnc2c1[nH]c1ccc(Cl)cc12	77.6
Cc1sc2ccccc2[n+]1C	90.5
CN(CCCN(C)CCC1CCCCC1)CCC1CCCCC1	116.3
CCOC(=O)c1c(C)oc2ncnc(N3CCN(C(=O)COc4ccc(Cl)c(Cl)c4)CC3)c12	90.3
Fc1ccc(-c2nnc(-c3c(-c4ccc(F)cc4)nc4ccccn34)o2)cc1	103.1
O=C1OC2(c3ccccc31)c1ccccc1-c1ccccc12	69.6
N#CCCOCC1CCCO1 (stereo not drawn)	99.8
C/C(=N\NC(=S)Nc1ccc(Cl)cc1)c1cc2ccccc2oc1=O	102.2
CCOC(=O)c1nc2c(Br)cc(Br)cn2c1C(=O)c1ccc(Br)cc1	104.0
Cc1[nH]c2ccccc2c1CN(C)C	98.8
CC12CC[C@@H]3[C@]4(C)COC(c5cn[nH]c5-c5ccc(F)cc5)O[C@@H]4CC[C@@]3(C)[C@@H]1CC(C1=CCOC1=O)O2 (stereo partly drawn)	72.3
CC(=O)SCCC(=O)O	97.3
O=c1[nH]nc(-c2ccccc2I)c(=O)[nH]1	112.3
COc1ccc(Nc2ncc3c(n2)CCc2cnc(Nc4ccc(OC)cc4)nc2-3)cc1	58.5
Cc1ccc(C(=O)/C(=C/c2ccc([N+](=O)[O-])cc2)SCc2ccc(Cl)cc2)cc1	58.0
NC(=O)COc1ccc(Br)cc1Br	112.2
Cc1ccc(-c2csc(/N=C3\C(=O)Nc4ccc(C)cc43)n2)cc1	62.1
Cc1ccc(C(=O)O)cc1N=C1NC(=O)CS1	97.7

(cont.)
SMILES	HL-60(TB)
CCCS(=O)(=O)c1ncnc2nc[nH]c12	98.2
COc1ccc(C2C=C(c3ccc(NCc4nccc(OCC(F)(F)F)c4C)cc3)NC(N)=N2)cc1 (stereo not drawn)	47.7
N#CC1C(=O)NC(=O)C(C#N)C12c1ccccc1Oc1ccccc12 (stereo not drawn)	104.0
Cc1ccc2c(c1)/C(=N/c1nc(-c3ccccc3)cs1)C(=O)N2	78.4
O=C1c2ccccc2C(=O)N1O	103.3
O=C1Cc2cccc3c2c(cn3Cc2ccccc2)-c2ccccc21	92.0
O=[N+]([O-])c1ccc(O)c([N+](=O)[O-])c1 (tested in a mixture with another compound)	110.2
COc1ccc2nc(-c3ccc(NC(=O)/C=C/c4ccc(OC)c(OC)c4)cc3)sc2c1	104.3
CN(C)c1nc(NCCNS(=O)(=O)c2ccc(C3=Nc4c(N)nc(N)nc4NC(c4ccc(Cl)cc4)C3)cc2)nc(N2CCOCC2)n1 (stereo not drawn)	28.1
Cc1c(C2(c3cc(Br)c(O)c(Br)c3C)OS(=O)(=O)c3ccccc32)cc(Br)c(O)c1Br	97.7
Cc1cc(N(C)c2ccccc2)nc(N(C)c2ccccc2)n1	99.3
CC(=O)c1c2ccccc2cc2ccccc12	104.5
Nc1nc(N2CCCCC2)c2ncn(C3OC(CO)C(O)C3O)c2n1 (stereo not drawn)	98.3
CC(=O)N[C@@H](CO)CC(=O)c1ccc2c(c1O)C=CC(C)(C)O2	89.1
CCCCN(CCC)CCCCCCCCCN1CCCc2ccccc21	64.9
O=C(N[C@H]1C(O)[C@H](O)C(CO)O[C@H]1O)NS(=O)(=O)c1ccc(Cl)cc1Cl (stereo partly drawn)	101.5
O=C(O)/C=C\C(=O)Nc1nccs1	98.7
COC(=O)C(CC(=O)CNC(=O)c1ccccc1)NC(=O)c1ccccc1 (stereo not drawn)	74.3
Cc1ccc(CN2CCSC(C(=O)Nc3ccccc3)C2)s1 (stereo not drawn)	89.7
O=C1c2ccccc2C(=O)C1c1ccc(Br)cc1	105.3
C=C(Cl)/C=N/C(=O)NC(O)C(=C)Cl (stereo not drawn)	85.3
Nc1c(Cl)ccc2cccnc12	97.8
O=C(CSc1nnc(-c2ccccc2)o1)NC1=NN=C(c2ccc(Cl)cc2)CS1	94.8
CC(=O)/C=C/c1ccc(N(C)C)cc1	94.2
COc1ccc(Oc2nc(Cl)ncc2NC(=O)Nc2cc(OC)cc(OC)c2)cc1	96.0

Later entries
SMILES	HL-60(TB)
COc1ccc(OC)c(NC(=O)CCCC(=O)CC(=O)c2cccnc2)c1	114.1
O=C(OCP(=O)(COC(=O)c1ccccc1)COC(=O)c1ccccc1)c1ccccc1	98.4
CCCCCCCCCCCCCCCCCC(=O)Nc1ccc(OC)cc1	90.3
C#Cc1cccc(Oc2ccc(NC(=O)CCl)cc2)c1	0.1*[8.25 µM]
O=C1c2ccccc2CCC12OC2c1cn(-c2ccccc2)nc1-c1cccc([N+](=O)[O-])c1 (stereo not drawn)	71.2
Clc1ccc(NC2OOC3(OOC2Nc2ccc(Cl)cc2)C2CC4CC(C2)CC3C4)cc1 (stereo not drawn)	90.3
c1ccc2c(c1)CNc1ccccc1-2	104.0&114.0
CC1(C)N=C(N)N=C(N)N1c1ccc(CCc2ccccc2)c(Cl)c1	2.1*
COc1ccc(/C=C/C(=O)c2ccc(NC(=O)CSc3nnc(-c4ccc(OC)cc4)o3)cc2)cc1	71.1
COc1ccc(N=c2nc3sc4cc(Cl)ccc4n3c(N)c2C#N)cc1	119.0
COc1ccc(-c2csc(N/N=C/c3cn(-c4ccc(C(=O)O)cc4)nc3-c3ccc(C(=O)O)cc3)n2)cc1	105.9
Cc1nc(C)c(Br)s1	96.6
CCOC(OCC)c1ccc(-n2c(N)c(C#N)cnc2=S)c2c1OC2=NC=C(C#N)C#N	115.5
Nc1cccc([N+](=O)[O-])c1N	114.0
CC(=O)c1ccc(C)cc1C	101.3
CCOC(=O)c1c(C)nc2[nH]n(-c3ccccc3)c(=O)c2c1-c1ccc(Cl)cc1Cl	108.2
CC(C)OC(=O)[C@]12CCC(C)(C)C[C@H]1C1=CC[C@@H]3[C@@]4(C)C/C(=C/c5ccco5)C(=O)C(C)(C)[C@@H]4CC[C@@]3(C)[C@]1(C)CC2	77.7
Cc1ccc(C(=O)c2ccc3nc(-c4ccc(Br)cc4)n(C)c3c2)cc1	96.3
CC(=O)/C=C/c1cc2cc(Cl)ccc2[nH]c1=O	54.5
CC1=C(C(=O)Nc2ccc(C)cc2)C(c2ccc(F)cc2)C2=C(CC(C)(C)CC2=O)N1 (stereo not drawn)	90.7
CC(N1CCN(C)CC1)C(O)(c1ccccc1)C1CCCCC1 (stereo not drawn)	100.9
CCOC(=O)CN(CC)CC(=O)OCC	98.2
Cc1ccc(/C=C(\C#N)C(N)=O)cc1	93.6
COc1ccc(NC(=S)NNc2ccc(-c3ccc(OC)c(OC)c3)nn2)cc1	98.9
C=C(C)[C@@H]1CC[C@]2(COCCC#N)CC[C@]3(C)[C@H](CC[C@@H]4[C@@]5(C)Cc6c([nH]c7ccccc67)C(C)(C)[C@@H]5CC[C@]43C)[C@@H]12	101.3

Next compounds
SMILES	HL-60(TB)
O=C(/C=C\c1ccnc2ccccc12)c1ccc([N+](=O)[O-])cc1	30.4&47.1
CC(C)(S)C(N)C(=O)O (stereo not drawn)	67.8
CC(=O)Nc1nc(O)c(C=Nc2ccncc2)s1	100.2
COc1ccc(-c2c3c(N)c4c(nc3nc3c2c(C)nn3-c2ccccc2)CCCCC4)cc1	49.3
COc1ccc2nc(Cl)c(/C=C/C(=O)c3ccc(NC(=O)CSc4nnc(-c5ccc(Cl)c(Cl)c5)n4-c4ccccc4)cc3)cc2c1	73.1
Cc1c(-c2ccc(C(=N)N)cc2)oc(-c2ccc(C(=N)N)cc2)c1C	88.7
CCOC(=O)c1c[nH]c(C#N)c1C	99.0
NC1CCc2cc(O)c(O)cc2C1 (stereo not drawn)	32.9
O=C(/C=C/c1cccc(F)c1)c1ccc(N2CCNCC2)cc1	60.4
CCOC(=O)c1nn(-c2ccc(C)cc2)c(=O)c2c(N)c(C#N)c(-c3ccc(OC)cc3)cc12	125.2
COc1cc(OC)c(S(=O)(=O)N(CCCl)CCCl)cc1C1=NN(C(N)=S)C(c2ccc(Cl)cc2)C1 (stereo not drawn)	58.1
CNc1nc(S(=O)c2ccc(C#N)cc2)nc2ccccc12 (stereo not drawn)	79.9
COc1ccc(-c2cc(Cc3cccs3)c(=O)n(Cn3cnc4nc[nH]c4c3=O)n2)cc1	100.0
O=C(NC(Cc1cn(Cc2ccccc2)cn1)C(=O)O)OCC1c2ccccc2-c2ccccc21 (stereo not drawn)	87.4
CN(C)C(=S)SCc1cc(Cl)cc(Cl)c1O	80.1
CC1(C)C(CC(=O)O)CC1C(=O)O (stereo not drawn)	109.6
CCNP(=O)(OCC)OCC	107.2
COc1ccc(C(=O)CSc2nc3c(c(Nc4cccc(S(N)(=O)=O)c4)n2)CCCC3)cc1	97.9
N/C(=N\c1nc2ccccc2s1)NC(=O)NC(CO)CO	105.1
Cn1cc(-c2cc(N)n3nc(-c4cn(C)c5ccc(Cl)cc45)cc3n2)c2ccccc21	92.5
COc1ccc(NC(=O)OC(C)C)c(OC)c1	100.7
CC(C)C[C@H]1C(=O)O[C@H](C(C)C)C(=O)N(C)[C@@H](C(C)C)C(=O)O[C@H](C(C)C)C(=O)N(C)[C@@H](C(C)C)C(=O)O[C@H](C(C)C)C(=O)N1C	-51.3*
CCOc1ccccc1/C=N\NC(=O)C(=O)N/N=C\c1ccccc1OCC	83.3&97.3
COc1ccc(OC)c(/C=C2\Oc3cc(O)ccc3C2=O)c1	95.7
COc1cccc2c1C(=O)c1c(OC)cccc1C2=O	95.4
O=C1/C(=C\C=C/c2ccccc2)SC(=S)N1CCc1ccc(O)cc1	37.1
O=C(c1ccccc1)c1ccc(Oc2ccc([N+](=O)[O-])cc2[N+](=O)[O-])cc1	43.6
CC(=O)c1cccc(O)c1	100.3
N#Cc1cnc2nc1NCCCCCCC2	112.2

Reformatted as labelled records: part of the list above
smiles: N/C(=N\c1nc2ccccc2s1)NC(=O)NC(CO)CO
  HL-60(TB): 105.1

smiles: CN(C)C(=S)SCc1cc(Cl)cc(Cl)c1O
  HL-60(TB): 80.1

smiles: COc1ccc(C(=O)CSc2nc3c(c(Nc4cccc(S(N)(=O)=O)c4)n2)CCCC3)cc1
  HL-60(TB): 97.9

smiles: COc1ccc(-c2c3c(N)c4c(nc3nc3c2c(C)nn3-c2ccccc2)CCCCC4)cc1
  HL-60(TB): 49.3

Screening results (PubChem BioAssay)

Some of the compounds tested (hit frequency here may not be typical).
